Bioassay records (PubChem BioAssay)
Mot1-301 SUMO: yeast Mot1-301 growth rescue at high temperature, primary screen, SUMOylation pathway inhibitor project, S. cerevisiae, ATP luminescence, 38.5C; 320,000 tested, 1% active; growth rescue, % at 18.8 µM; S. cerevisiae Mot1-301 growth rescue; percent above DMSO median, 100 means doubled;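 active = every valid replicate shows activation above 250% relative to neutral control wells; inactive = the rest, any valid replicate at or below 250%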;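 also: OY570 slx delta 5 strain wells were the positive control but not used for scaling; some compounds called inactive have numbers as strong as hits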
HTR5A ag ctr: HTR5A agonists in luminescence cell assay, primary screen, counter-screen for OPRM1-OPRD1 heterodimer agonist project, full-deck HTS; activation, % at 9.3 µM; 5-hydroxytryptamine receptor 5A (Homo sapiens), P47898; AID 504692, 2011; cell-based; 340,000 tested, 0.61% active; in the data active = activation mostly above about 9.5%, no sharp cut-off; inactive = mostly below about 7.6%;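 also: 0% = cells with vehicle only and 100% = reference agonist; strong numbers were not always called active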
Target sequence (P47898 whole entry, looked up): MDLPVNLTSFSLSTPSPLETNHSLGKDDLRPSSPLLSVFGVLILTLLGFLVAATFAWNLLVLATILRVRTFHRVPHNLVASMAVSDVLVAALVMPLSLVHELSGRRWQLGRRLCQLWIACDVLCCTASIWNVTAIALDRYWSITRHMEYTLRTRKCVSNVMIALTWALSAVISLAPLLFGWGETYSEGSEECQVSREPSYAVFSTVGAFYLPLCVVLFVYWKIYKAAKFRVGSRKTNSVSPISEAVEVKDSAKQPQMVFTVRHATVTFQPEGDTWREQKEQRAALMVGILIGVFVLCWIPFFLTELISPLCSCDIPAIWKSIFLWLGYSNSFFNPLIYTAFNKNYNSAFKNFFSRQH
PKA-R1A act: activators of PKA-R1A holoenzyme, primary screen, biochemical, fluorescence polarization, Cy5-IP20, bovine R1A, mouse PKAc; cAMP-dependent protein kinase type I-alpha regulatory subunit (Bos taurus) + …; PKA-R1A dissociation; scaled: DMSO 0%, 113 µM cGMP 100%; activation, % at 11.4 µM; 340,000 tested, 0.083% active;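 active = percent activation above the mean of all tested compounds plus 3 SD, cut at about 19% in these data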;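 also: higher means more PKAc released from R1A so a rise in polarization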
AddAB inh: growth inhibition of E. coli expressing H. pylori AddAB, primary screen, AddAB inhibitor project, absorbance | 330,000 tested, 0.29% active | AID 435030, 2010 | inhibition, % at 11.9 µM; in the data active = inhibition above about 12%;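 also: 0% = vehicle wells of infected cells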
Tat export inh: E. coli Tat export inhibitors, primary screen, MC4100, TorA-mCherry reporter, fluorescence, single point | inhibition, % at 10 µM | 340,000 tested, 0.036% active | AID 488895, 2010;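 active = mean replicate inhibition at least 50% and at least half of replicates individually reaching 50%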;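 also: exported cargo escapes ClpAP degradation while cytoplasmic cargo is degraded and loses fluorescence; 0% = median of neutral control wells and 100% = median of NaSCN control wells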
HTR5A inv ag: HTR5A inverse agonists in luminescence cell assay, primary screen, counter-screen for OPRM1-OPRD1 heterodimer inverse agonist project, full-deck HTS. HTR5A cell line, inverse agonism. inhibition, % at 9.3 µM. 340,000 tested, 0.083% active. AID 504634, 2011; in the data active = inhibition mostly above about 23%, no sharp cut-off; inactive = mostly below about 18%;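 also: 0% = cells with DMSO and 100% = no-cell wells with DMSO; some compounds called inactive have numbers as strong as hits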
phage Ecoli inh: growth loss of phage-infected E. coli, primary screen, RecBCD inhibitor project, absorbance, with phage, HTS. inhibition, % at 11.9 µM. 360,000 tested, 0.26% active; in the data active = inhibition above about 11%
CDK5 p35 inh: inhibitors of human CDK5/p35 kinase, primary screen, biochemical, single concentration; Recombinant CDK5/p35, ADP-Glo luminescence, 60 min; inhibition, % at 10 µM; 330,000 tested, 0.01% active; AID 488839, 2010;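 active = highest replicate inhibition of at least 50% and at least 75% of replicates reaching 50%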;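 also: plate controls were DMSO neutral control for no effect and GW8510 at 10 µM for full effect; many of its hits are not listed in these tables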
DAGLB inhibitor: DAGLB lipase inhibitors, primary screen, biochemical, fluorescence, HTS. Diacylglycerol lipase-beta (Homo sapiens), Q8NCG7. HEK293T DAGLB membrane lysate, EnzChek fluorogenic substrate. inhibition, % at 5.17 µM. 340,000 tested, 0.059% active. AID 504411, 2011; in the data active = inhibition above about 34%;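 also: 0% = enzyme with vehicle and 100% = wells lacking enzyme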
Ecoli viability: E. coli V3065 growth inhibition, primary screen, counter-screen for AddAB inhibitor project, absorbance, OD600. 18 h. inhibition, % at 11.9 µM. 330,000 tested, 0.27% active. AID 449728, 2010;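 active = inhibition above the campaign's mean inhibition across all tested compounds plus 3 SD, cut at about 9.9% in these data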;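 also: uninfected addAB+ strain grown without phage in ampicillin broth; 0% = DMSO wells and 100% = ciprofloxacin 0.95 µg/ml wells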
PKA-R2B activ: activators of PKA-R2B holoenzyme, primary screen, biochemical, fluorescence polarization, Cy5-IP20, human | PKA-R2B holoenzyme dissociation; R2B truncated from residue 108, S112A mutant; 0% DMSO only, 100% 113 µM cGMP | 340,000 tested, 0.079% active | activation, % at 11.4 µM | cAMP-dependent protein kinase catalytic subunit beta (Homo sapiens) + cAMP-dependent …;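 active = activation above a cutoff set at the mean over all compounds plus 3 SD, cut at about 18% in these data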;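 also: higher means more holoenzyme dissociation and a rise in polarization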
Target sequence (P31323 whole entry, looked up, other chains not shown, the tested form may be a part): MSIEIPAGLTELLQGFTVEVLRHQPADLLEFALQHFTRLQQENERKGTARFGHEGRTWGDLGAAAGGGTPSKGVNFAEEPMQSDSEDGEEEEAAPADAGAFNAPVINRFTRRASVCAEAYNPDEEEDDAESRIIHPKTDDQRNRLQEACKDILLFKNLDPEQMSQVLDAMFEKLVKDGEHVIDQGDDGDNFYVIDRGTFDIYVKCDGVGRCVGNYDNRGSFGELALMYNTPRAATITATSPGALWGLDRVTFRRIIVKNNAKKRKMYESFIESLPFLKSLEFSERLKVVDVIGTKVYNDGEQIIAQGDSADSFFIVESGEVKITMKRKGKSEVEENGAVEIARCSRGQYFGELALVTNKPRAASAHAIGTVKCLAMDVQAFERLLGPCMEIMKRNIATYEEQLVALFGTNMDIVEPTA
* marks the source's active call; other numbers are inactive results; nt = not tested or not shown.

Results follow in this order: Mot1-301 SUMO, HTR5A ag ctr, PKA-R1A act, AddAB inh, Tat export inh, HTR5A inv ag, phage Ecoli inh, CDK5 p35 inh, DAGLB inhibitor, Ecoli viability, PKA-R2B activ
Cc1ccccc1NC(=S)N/N=C/C(C)c1ccccc1 (stereo not given)
  nt, 0, -13, 2.7, -5, 8, 3.7, -0.7, 1, 0.4, 0
CCN(Cc1ccccc1)C(=O)CSc1nc(C)cc(=O)[nH]1
  -7, 0, 1, 5.0, -6, -6, 2.5, -1.4, -2, 2.1, -2
CCN1CCN(C(=O)CN(c2ccccc2C)S(C)(=O)=O)CC1
  -10, 3, -1, 0.9, -2, 2, 3.5, 0.2, 0, -2.9, -1
O=C(Nc1nc2ccccc2[nH]1)c1cccs1
  -3, 1, -7, -5.2, -11, 0, -0.8, 2.8, 2, -2.2, -13
Cc1ccc(C(=O)C(OC(=O)CN2C(=O)c3ccccc3C2=O)c2ccccc2)cc1C (stereo not given)
  -9, 2, -4, -1.4, 4, 5, 1.8, -3.1, 1, -3.0, -5
CC(C)(C#CC(O)(c1ccccc1)c1ccccc1)N1CCCCC1
  81, 1, -5, -0.1, 6, -22, 0.1, -2.0, 0, -1.2, -7
O=C(/C=C/c1ccccc1[N+](=O)[O-])NC1CCCC1
  -3, -4, 8, 3.2, 8, 11, 4.0, 1.0, 1, -0.4, 1
CCCN(CC(=O)Nc1cc(Cl)ccc1Cl)C(=O)c1ccccc1SCC(=O)N1CCCC1
  -4, -5, -6, 2.8, 0, 15, 0.1, -0.9, 0, -1.4, -9
Cc1ccc(N(C=NC#N)CC(=O)N2CCN(c3ccccc3)CC2)cc1
  -17, 0, 5, 0.5, 6, 0, 0.5, -5.4, -2, 0.2, -13
O=C(NC1CCCc2ccccc21)c1cc(S(=O)(=O)N2CCOCC2)ccc1F (stereo not given)
  95, -2, -5, 4.6, 22, 6, 3.9, 2.5, 1, 0.2, -11
O=C(CSc1nc2cccnc2n1Cc1ccccc1)NCc1ccco1
  31, 5, 11, 2.7, 2, -19, 0.5, -1.4, -3, 0.8, -3
CCCn1cnc2scc(-c3ccc(C)c(C)c3)c2c1=O
  -4, -1, 10, 2.8, -2, 5, 2.2, 1.2, -2, -0.2, -2
CCc1nnc(SCC(=O)Nc2ccccc2)n1CC1CCCO1 (stereo not given)
  -8, 5, 11, nt, -4, -16, 1.5, 1.5, 3, nt, 2
Cc1ccc(/C=C/C(=O)NCc2ccncc2)cc1
  22, -1, 1, 1.8, 0, 15, 2.1, -0.6, -5, 2.1, 13
Nc1nc(SCC(=O)Nc2ccc(S(N)(=O)=O)cc2)n[nH]1
  7, 4, -2, 3.3, -3, -19, 1.4, 0.0, 0, 0.9, 3
C/C(=N\NC(=O)c1nnn(-c2nonc2N)c1CSc1ccccc1)c1cccnc1
  8, 0, -3, 4.7, -3, 11, 4.4, 0.3, -2, 0.0, -3
CSc1ccc(S(=O)(=O)NCc2ccc(Cl)cc2Cl)cc1
  20, 5, -13, 2.3, 6, -7, 1.9, 1.0, -9, 2.2, 3
CCc1cccc(C)c1NC(=S)NCC(c1cccnc1)N(C)C (stereo not given)
  -1, -4, 2, 2.0, -1, 10, 4.3, 0.1, -1, 3.0, 0
CC(=O)c1ccc(N2CCN(C(=O)C3CCN(S(=O)(=O)c4cccs4)CC3)CC2)cc1
  1, 2, -3, 1.1, -8, -6, -3.4, 1.1, 2, -0.8, 0
CCOC(=O)c1c(C)[nH]c(C)c1S(=O)(=O)N(C)CC(=O)N1CCN(c2ccc(OC)cc2)CC1
  -10, -3, -1, -3.0, -3, 13, 1.8, 4.7, -1, 0.1, -15
O=C(Cc1c[nH]c2ccccc12)N1CCN(S(=O)(=O)c2ccc(Cl)cc2)CC1
  nt, -1, -12, nt, -2, 1, 4.0, 0.8, 4, nt, 10
O=C(COC(=O)c1ccc(O)cc1O)NC1CCS(=O)(=O)C1 (stereo not given)
  7, -6, -10, 0.8, 1, 17, 3.6, 2.4, 1, 1.3, 4
O=C(NCc1n[nH]c(=O)c2ccccc12)C1CC(=O)N(c2ccccc2)C1 (stereo not given)
  8, 1, -11, 1.2, -7, -11, 0.7, 0.9, 0, 0.8, -5
COCCN(C(=O)COC(=O)CSc1ccc(Cl)cc1)c1c(N)n(Cc2ccccc2)c(=O)[nH]c1=O
  -7, -3, -5, 5.5, -1, 7, 1.1, -0.9, -1, 1.4, -2
O=C(NCCCn1ccnc1)c1ccc(Cl)cc1[N+](=O)[O-]
  6, 8, 0, 3.5, -4, -23, 5.2, 0.5, 0, 0.6, 13
COc1ccc(CC(=O)Nc2nnc(-c3cccc([N+](=O)[O-])c3)s2)cc1
  4, 3, 0, 4.0, -6, -34, 2.9, 0.3, -1, -3.2, -9
CCN1C=C(Cc2ccccc2C)C2=C(C1)C(c1ccccc1C)C(C#N)=C(N)O2 (stereo not given)
  2, 2, 3, 2.9, -3, -12, 2.6, -0.2, -2, -1.0, -2
O=C(Nc1cc(=O)[nH]c(=O)[nH]1)c1cccc(Br)c1
  -16, 2, -4, 0.0, 2, 6, 3.7, 2.7, 1, 0.3, -4
Cc1cccc(C2=NNC(=O)C(c3ccc(Cl)cc3)C2)c1 (stereo not given)
  4, 0, 2, 4.4, 3, -1, 1.8, -0.7, -12, 1.0, 1
O=C(N/N=C\c1ccncc1)c1ccc(Cl)s1
  103, -2, 0, 1.0, -7, 5, -0.7, 1.6, 0, -1.9, -1

Quoted at random: two records from the list
Results follow in this order: Mot1-301 SUMO, HTR5A ag ctr, PKA-R1A act, AddAB inh, Tat export inh, HTR5A inv ag, phage Ecoli inh, CDK5 p35 inh, DAGLB inhibitor, Ecoli viability, PKA-R2B activ
CC(C)(C#CC(O)(c1ccccc1)c1ccccc1)N1CCCCC1
  81, 1, -5, -0.1, 6, -22, 0.1, -2.0, 0, -1.2, -7
COc1ccc(CC(=O)Nc2nnc(-c3cccc([N+](=O)[O-])c3)s2)cc1
  4, 3, 0, 4.0, -6, -34, 2.9, 0.3, -1, -3.2, -9

Continuation:
Results follow in this order: Mot1-301 SUMO, HTR5A ag ctr, PKA-R1A act, AddAB inh, Tat export inh, HTR5A inv ag, phage Ecoli inh, CDK5 p35 inh, DAGLB inhibitor, Ecoli viability, PKA-R2B activ
CN(Cc1ccc(F)cc1)C(=O)c1cccc(NS(=O)(=O)c2ccccc2)c1
  -18, -8, -7, 1.3, -8, 17, 1.2, 0.1, 2, 0.6, -1
CCOc1ccc(C(=O)OCC(=O)N2CCOCC2)cc1OCC
  3, -3, 0, 1.6, 1, 0, 1.8, 0.5, -2, -0.1, -3
COc1ccc(NC(=O)c2sc3nc(N4CCCC4)c4c(c3c2N)CC(C)(C)OC4)cc1
  -2, 3, -3, -0.8, 1, -11, 2.1, nt, -1, -1.4, 5
Cc1cc(C)nc(N(C#N)Cc2ccccc2C)n1
  -8, -1, 2, -1.2, -9, 2, 5.4, -4.1, 1, -2.6, -4
Cc1cc(C)c(C#N)c(SCS(=O)Cc2ccccc2)n1 (stereo not given)
  -10, -2, 13, -0.6, 3, -8, 0.8, -0.8, 0, -0.7, 4
CCc1ccc(S(=O)(=O)N2CC(=O)Nc3ccccc32)cc1
  -5, 12, 5, 1.1, 3, -12, 1.0, 5.1, -2, -0.9, 1
CCc1nc(Nc2cccc(OC)c2)c2oc3ccccc3c2n1
  3, -1, -2, 0.2, -6, 2, 1.4, 0.0, -3, -2.3, 2
Cc1ccc(CCN2CC(C(=O)N3CCN(c4ccc(F)cc4)CC3)CC2=O)cc1 (stereo not given)
  -5, 4, 5, -0.2, -9, 5, 2.2, -0.6, 0, 0.1, 0
COc1ccc(OC)c(C2CC(=O)c3c([nH]c(C(=O)OC(C)C)c3C)C2)c1 (stereo not given)
  -2, 3, 0, 2.4, 1, -8, 0.8, -2.0, 0, -1.2, 2
O=C(NC1CCCCCC1)C1CCN(S(=O)(=O)c2ccc(F)cc2)CC1
  -1, 1, 5, 0.8, 6, -3, 1.5, 0.2, 2, -2.2, -12
COc1ccc([N+](=O)[O-])cc1NC(=O)c1ccc(CN(c2ccccc2)S(C)(=O)=O)cc1
  -1, 7, -14, 2.9, 1, -24, 4.1, -0.7, -2, 2.2, 0
Fc1ccc(Cn2nnnc2C(c2ccc(Cl)cc2)N2CCSCC2)cc1 (stereo not given)
  nt, -2, 0, 2.8, 3, -6, 2.1, nt, -3, 2.0, -10
CN(C)C(=O)/C(C#N)=C\c1cc(Br)c(Sc2ccc(Cl)cc2)o1
  -13, -4, 2, 2.1, 7, 10, nt, -0.5, -4, -2.5, -2
O=C(COc1ccc(F)cc1Br)NCC1(N2CCCCC2)CCCCC1
  2, 2, -5, 0.4, -6, -8, 4.7, 1.5, -3, 0.3, -5
COc1ccc(OCCSCc2nnc(NC(=O)Nc3ccc(Cl)cc3)s2)cc1
  -18, -1, 12, 7.4, -9, -9, 4.4, 2.4, 0, 1.6, 0
CCSc1oc(-c2ccccc2)nc1S(=O)(=O)c1ccccc1
  -6, 8, 5, -0.6, 8, 13, 2.1, 1.8, -4, 0.2, -8
COc1cc(NC(=O)CSc2nnc(Cn3nnc4ccccc43)n2C)cc(OC)c1
  -5, 1, -2, -0.6, -6, 1, 4.9, -1.3, 1, -0.6, -11
CC1CCN(CC(=O)NCc2ccco2)CC1
  4, 1, -11, 3.1, -1, -2, 0.5, -0.5, 0, 1.7, 2

Structural class: those above containing two or more sulfur atoms.
Results follow in this order: Mot1-301 SUMO, HTR5A ag ctr, PKA-R1A act, AddAB inh, Tat export inh, HTR5A inv ag, phage Ecoli inh, CDK5 p35 inh, DAGLB inhibitor, Ecoli viability, PKA-R2B activ
Nc1nc(SCC(=O)Nc2ccc(S(N)(=O)=O)cc2)n[nH]1
  7, 4, -2, 3.3, -3, -19, 1.4, 0.0, 0, 0.9, 3
CSc1ccc(S(=O)(=O)NCc2ccc(Cl)cc2Cl)cc1
  20, 5, -13, 2.3, 6, -7, 1.9, 1.0, -9, 2.2, 3
CC(=O)c1ccc(N2CCN(C(=O)C3CCN(S(=O)(=O)c4cccs4)CC3)CC2)cc1
  1, 2, -3, 1.1, -8, -6, -3.4, 1.1, 2, -0.8, 0
Cc1cc(C)c(C#N)c(SCS(=O)Cc2ccccc2)n1 (stereo not given)
  -10, -2, 13, -0.6, 3, -8, 0.8, -0.8, 0, -0.7, 4
COc1ccc(OCCSCc2nnc(NC(=O)Nc3ccc(Cl)cc3)s2)cc1
  -18, -1, 12, 7.4, -9, -9, 4.4, 2.4, 0, 1.6, 0
CCSc1oc(-c2ccccc2)nc1S(=O)(=O)c1ccccc1
  -6, 8, 5, -0.6, 8, 13, 2.1, 1.8, -4, 0.2, -8
